CSN deneddyl inh: CSN deneddylation inhibition; AID 651999; inhibition, % at 12.5 µM; Purified CSN, SCF-Nedd8-OG deneddylation, fluorescence polarization; Q92905; 360,000 tested, 0.38% active;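 active = pattern-corrected inhibition above about 35%, with an unprinted fluorescence ratio check between 0.5 and 1.5, limit read from the data, passing the limit was not always enough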;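 also: 0% = enzyme with substrate and 100% = substrate without enzyme; some results filed as inactive read as strong as hits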
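Material: human Csn5 produced in HEK293T cells; Input: enzyme 0.24 nM; Reagent: SCFSkp2-Nedd8OG substrate at 10 nM final; Dosing: 12.5 µM compound; Incubation: 90 min reaction at room temperature; Detection: fluorescence polarization of the substrate; Evaluation: % inhibition of substrate cleavage by Csn5; Control set: substrate-only high control, full reaction low control.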
DNMT1 inh: DNMT1 (human) enzyme inhibition | DNMT1 molecular beacon, Hinp1I cleavage, fluorescence | P26358 | 360,000 tested, 0.83% active | inhibition (reported as % activation of signal), % at 10 µM; in the data active = inhibition above about 50%
Scp1 inh: blocks human Scp-1 phosphatase activity; Q9GZU7; Recombinant Scp1, phosphopeptide, malachite green phosphate absorbance; inhibition, % at 20 µM; 340,000 tested, 0.88% active;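 active = inhibition above about 50% at 20 µM, limit read from the data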;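 also: plate controls were DMSO wells with enzyme for no effect and wells lacking enzyme for full effect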
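Test system – truncated SCP-1 phosphatase (76-261aa) · Reagent – Phosphorylated 17-residue peptide substrate · Incubation – 45 min room-temperature reaction, 5 min colour, 30 min stabiliser · Detection – colorimetric phosphate reagent with accelerator and stabiliser, absorbance at 630 nm · Measure – % inhibition at 20 µM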
STEP block: STEP (human) phosphatase inhibition. P54829. 360,000 tested, 0.25% active. inhibition, % at 20 µM. recombinant STEP, OMFP fluorogenic substrate, fluorescence. AID 588621;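 active = inhibition at 20 µM, scaled per plate between control wells, above about 37%, limit read from the data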;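 also: 0% = DMSO with enzyme and substrate and 100% = substrate only without enzyme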
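Measure: Control-normalized % inhibition with plate pattern correction | Test system: STEP phosphatase, cell-free reaction | Medium: pH 6.0 Bis-Tris with DTT and Tween 20 | Technique: Fluorescence, 480/540 nm | Times: Reaction 20 min, ambient temperature | Doses: Single compound dose of 20 µM, 1% DMSO final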
Rpn11 inh: Rpn11 (human) deubiquitinase inhibition; O00487; human 26S proteasome, Ub4-pepOG fluorescence polarization; 20S core pre-blocked with epoxomicin; calls only at 20 µM; 360,000 tested, 0.59% active;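 active = inhibition at 20 µM, scaled to each plate's controls, above about 33%, limit read from the data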
Target sequence (O00487 whole entry, looked up): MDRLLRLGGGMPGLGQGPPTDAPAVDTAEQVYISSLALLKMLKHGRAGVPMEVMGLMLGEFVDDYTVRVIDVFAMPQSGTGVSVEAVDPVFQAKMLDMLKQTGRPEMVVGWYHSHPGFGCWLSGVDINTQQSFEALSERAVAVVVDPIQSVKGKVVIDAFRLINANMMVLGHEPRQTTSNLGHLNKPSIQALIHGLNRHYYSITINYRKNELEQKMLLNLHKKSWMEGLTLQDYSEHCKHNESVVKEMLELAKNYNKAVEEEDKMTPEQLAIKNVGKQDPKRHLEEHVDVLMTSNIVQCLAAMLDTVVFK
TbMetRS inhib: Trypanosoma brucei MetRS inhibition; purified T. brucei MetRS, ATP depletion, Kinase-Glo luminescence; inhibition, % at 11.9 µM; 360,000 tested, 0.4% active;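 active = inhibition above a per-plate cutoff of the control wells' mean inhibition plus 3 SD, cut at about 5.5% in these data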;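 also: 0% = DMSO wells median and 100% = median of wells with control inhibitor compound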
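System: purified T. brucei MetRS enzyme / Detection: Kinase-Glo luciferase luminescence reporting remaining unconsumed ATP / Medium: HEPES buffer with MgCl2, KCl, DTT, spermine, BSA, pyrophosphatase / Replication: singlicate, one well per compound / Evaluation: percent inhibition relative to median high and low control wells / Schedule: 2 h aminoacylation at 25 °C after 15 min preincubation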
SUMO1 PPI mod: alters human SUMO1 binding to SIM partners; inhibition, % at 20 µM; 360,000 tested, 0.33% active; P63165; SUMO1 binding to a labelled peptide, TR-FRET, 1 h; in the data active = inhibition above about 37%
MLLE-PAM2 inh: inhibitors of microRNA-mediated deadenylation, human PABP1 MLLE binding. 360,000 tested, 0.36% active. inhibition, % at 20 µM. GST-MLLE / FITC-PAM2 fluorescence polarization; in the data active = inhibition above about 35%, passing the limit was not always enough;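 also: plate controls were DMSO wells with GST-MLLE for no effect and wells lacking GST-MLLE protein for full effect; some results filed as inactive read as strong as hits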
Target sequence (P11940 whole entry, looked up): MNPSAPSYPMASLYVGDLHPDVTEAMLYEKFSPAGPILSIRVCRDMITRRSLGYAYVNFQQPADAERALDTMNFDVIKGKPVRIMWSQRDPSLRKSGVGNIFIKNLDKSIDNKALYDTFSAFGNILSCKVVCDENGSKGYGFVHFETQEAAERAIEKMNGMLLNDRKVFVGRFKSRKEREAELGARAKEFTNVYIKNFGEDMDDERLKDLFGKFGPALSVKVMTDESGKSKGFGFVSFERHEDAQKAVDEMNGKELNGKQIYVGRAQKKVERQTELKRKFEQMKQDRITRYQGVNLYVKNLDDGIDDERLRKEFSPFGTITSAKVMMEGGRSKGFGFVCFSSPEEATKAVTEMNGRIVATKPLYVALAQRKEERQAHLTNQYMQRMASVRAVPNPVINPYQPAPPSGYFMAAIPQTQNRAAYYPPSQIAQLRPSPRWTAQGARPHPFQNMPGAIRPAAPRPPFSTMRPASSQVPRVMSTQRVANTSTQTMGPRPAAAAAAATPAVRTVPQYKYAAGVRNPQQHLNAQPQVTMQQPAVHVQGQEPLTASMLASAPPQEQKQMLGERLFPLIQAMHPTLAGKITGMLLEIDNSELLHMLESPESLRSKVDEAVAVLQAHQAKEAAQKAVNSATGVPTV
LMPTP inh: LMPTP (human) inhibition; P24666; recombinant LMPTP-A, OMFP fluorogenic substrate, fluorescence intensity; inhibition, % at 20 µM; 360,000 tested, 0.22% active;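 active = compounds that cut the enzyme signal by at least half of the control window in the single-dose screen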;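 also: plate controls were DMSO wells with enzyme plus substrate for no effect and substrate without enzyme for full effect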
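Test system – LMPTP-A enzyme · Amount – LMPTP-A at 0.625 nM final in the reaction · Buffer or medium – Bis-Tris pH 6.0, DTT, detergent · Reagent – OMFP 400 µM · Doses – single 20 µM dose · Schedule – reaction 50 min, room temperature, dark · Detection – fluorescence intensity of OMFP turnover product · Evaluation – percent inhibition versus substrate-only and uninhibited controls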
NadD inh: NadD (S. aureus) enzyme inhibition. inhibition, % at 20 µM. AID 602399. 360,000 tested, 0.78% active. purified NadD enzyme, colorimetric absorbance read-out; in the data active = inhibition above about 26%; also: some compounds past the cut are filed as inactive
An asterisk follows results filed as active; i = inactive. Compounds as they come, and some 3.6% of all compounds hit somewhere here.

molecule	CSN deneddyl inh	DNMT1 inh	Scp1 inh	STEP block	Rpn11 inh	TbMetRS inhib	SUMO1 PPI mod	MLLE-PAM2 inh	LMPTP inh	NadD inh
CC(C)(C)NC(=O)C(c1ccc(-c2ccccc2)cc1)N(C[C@H]1CC[C@@H]([C@@H]2CC[C@H](CO)O2)O1)C(=O)c1ccc(C(C)(C)C)cc1 (stereo partly drawn)	2	-17	7	1	i	-0.9	-2	10	0.2	6
NC(=NCc1ccccc1)c1cccc([N+](=O)[O-])c1	2	1	-3	-2	i	-0.3	-23	-13	-1.0	-2
COCCN(C(=O)c1ccc2ccccc2c1)c1c(N)n(Cc2ccccc2)c(=O)[nH]c1=O	-13	-4	-7	1	i	-0.7	-3	0	-0.7	7
COc1ccc(CCNc2nc(-c3cccnc3)cs2)cc1OC	3	1	1	1	i	-0.2	-8	-12	0.0	-5
O=C(NCCN1CCCCCC1)C1CCC(CNS(=O)(=O)c2cccc3cccnc23)CC1 (stereo not drawn)	-6	-5	-15	-2	i	-0.1	9	-4	17	7
CC(C)NC(=O)COc1ccc(Cl)cc1Cl	4	-1	-5	4	i	1.4	-1	0	-0.8	7
N#Cc1ccc(C(=O)CSc2n[nH]c(=O)n2Cc2ccco2)cc1	2	-3	-17	0	i	-0.1	-9	-33	2.4	-5
O=C(NCc1ccccc1)C(c1ccc(F)cc1)N(Cc1ccco1)C(=O)c1ccccn1 (stereo not drawn)	-1	-1	-11	2	i	-0.6	0	5	-0.7	-3
CCN(CC)c1ccc(/C=N/Nc2nc(C)cc(C)n2)cc1	3	-4	-13	0	i	0.1	-10	-9	-0.2	-4
COc1ccc(NC(=O)CN2C(=O)CSC(C)C2=O)cc1 (stereo not drawn)	-9	0	-5	2	i	1.2	2	2	-0.1	-4
COC(=O)CCC(=O)N1CCCC(CO)(Cc2ccccc2)C1 (stereo not drawn)	-2	1	-5	-1	i	-0.3	5	5	-1.0	4
Cc1ccc(OCCSc2cc(C)nc(N)n2)cc1	-3	1	-2	-2	i	-0.7	1	-2	-0.8	3
COc1ccccc1NC(=O)NNC(=O)COc1ccc2ccccc2c1	-2	-2	1	0	i	-0.3	2	5	-0.2	-5
O=C(NCCc1cccc(Cl)c1)c1ccc2c(c1)OCO2	5	0	-11	1	i	-0.3	4	20	-0.7	2
O=C(COC(=O)C1CCN(S(=O)(=O)c2cccs2)CC1)c1ccc2c(c1)OCCO2	2	24	-3	0	i	-0.3	-3	7	2.4	-3
CCOc1ccc(NS(=O)(=O)c2cc(C(=O)NCCCN3CCCC3=O)ccc2C)cc1	0	3	-5	5	i	-0.3	0	9	-1.0	-4
Clc1cccc(Cl)c1Cn1cc(Br)cn1	2	-3	5	1	i	-0.7	0	3	-0.6	-6
S=c1[nH]nc(COc2ccccc2)n1/N=C/c1ccc(Br)s1	-3	-2	-4	-2	i	-0.2	-14	-53	0.7	7
COc1ccc(S(=O)(=O)N(CC(=O)NC2CC2)Cc2ccccc2)cc1	1	2	-10	0	i	0.7	0	7	1.5	-1
CCCC(=O)NNC(=O)c1c(O)c2ccccc2[nH]c1=O	1	-3	-7	0	i	-0.4	-1	-1	0.0	-2
CC(Oc1ccccc1F)C(=O)NC1CCS(=O)(=O)C1 (stereo not drawn)	6	4	10	-1	i	1.1	0	3	-0.5	-5
CCCC(=O)C1=C(O)C(C(=O)OC)C(C)(C)CC1=NCCCCCC(=O)O (stereo not drawn)	1	5	-4	-2	i	-0.9	-2	-3	-1.1	-2
O=C(NC1CC1)C1=C[C@@H](c2ccc(C(F)(F)F)cc2)C[C@@H](OCCCCO)O1	1	-5	-11	0	i	-0.3	-9	3	0.4	-5
COc1ccccc1N1CCN(C(=O)CSc2nnc(-c3ccoc3C)o2)CC1	5	0	-13	4	i	0.2	3	-4	-0.1	1
CCOC(=O)C1CCCCN1C(=O)c1cc2ccc(OC)cc2c2cc(OC)c(OC)cc12 (stereo not drawn)	3	-9	-6	3	i	1.0	3	8	2.3	-1

Full records, looked up by structure. Order of screens: CSN deneddyl inh	DNMT1 inh	Scp1 inh	STEP block	Rpn11 inh	TbMetRS inhib	SUMO1 PPI mod	MLLE-PAM2 inh	LMPTP inh	NadD inh
Profile of `COc1ccc(S(=O)(=O)N(CC(=O)NC2CC2)Cc2ccccc2)cc1` → 1	2	-10	0	i	0.7	0	7	1.5	-1
Profile of `Clc1cccc(Cl)c1Cn1cc(Br)cn1` → 2	-3	5	1	i	-0.7	0	3	-0.6	-6

Next section
molecule	CSN deneddyl inh	DNMT1 inh	Scp1 inh	STEP block	Rpn11 inh	TbMetRS inhib	SUMO1 PPI mod	MLLE-PAM2 inh	LMPTP inh	NadD inh
O=C(c1cnn(-c2nc3ccccc3s2)c1)c1ccccc1O	-2	1	-13	2	i	-0.2	-6	10	5.0	-1
CC(OC(=O)Cc1coc2cc3c(cc12)CCC3)C(=O)NC(N)=O (stereo not drawn)	-3	1	6	-3	i	-0.6	-1	0	3.1	-3
N#Cc1ccccc1NC(=O)CN1CCOCC1	-5	1	-2	0	i	0.1	-2	15	-1.8	4
CCOC(=O)c1c(-c2ccc(Cl)cc2)csc1NC(=O)CNCc1ccco1	5	-1	2	0	i	0.1	0	3	3.7	6
Cc1cc(S(=O)(=O)N2CCCC(N3CCOCC3)C2)c(C)cc1Cl (stereo not drawn)	1	-7	-7	-1	i	1.0	-3	-9	-0.1	5
CC(C)=CCc1c(O)cc2oc3c(CC=C(C)C)c(O)c(O)c(CC=C(C)C)c3c(=O)c2c1O	13	5	38	1	i	0.0	2	-47	2.5	6
CCOC(=O)C(C)S(=O)(=O)c1ccc(C(F)(F)F)cn1 (stereo not drawn)	-1	-4	-7	-1	i	-1.2	-1	-1	-0.3	-4
Clc1ccc(-c2ccn[nH]2)cc1	-1	-2	-3	1	i	-0.4	-2	0	-1.3	5
O=C(c1cc2cc(Cl)ccc2[nH]1)N1CCN(Cc2ccc3c(c2)OCO3)CC1	6	-12	-5	1	i	4.3	-3	-14	1.9	4
CNC(=S)NNC(=O)c1ccc(=O)n(Cc2cccc(C(F)(F)F)c2)c1	-6	1	-3	2	i	6.1*	2	-48	-0.3	-3
O=C1NC2(CCCCC2)CO1	-3	2	-7	0	i	0.2	-2	0	0.2	-1
COC(=O)Nc1ccc(S(=O)(=O)N2CCN(C)CC2)cc1	1	0	3	0	i	-0.5	-2	3	-1.4	-4
Cc1ccc2c(c1)C1C[N+](C)(CC(=O)c3ccccc3)CCC1N2C(=O)c1ccccc1Cl (stereo not drawn)	-1	4	5	0	i	-0.3	-2	0	-0.5	2
Nc1c(C(=O)O)cnn1-c1ccccc1	-10	0	-8	-3	i	-7.2	0	0	-0.8	-3
CN(C(=O)COC(=O)COc1ccccc1Cc1ccccc1)c1ccccc1	-6	-3	-8	1	i	-0.5	-3	-5	4.1	-3
COc1ccc(-c2oc(=O)c3cc(OC)c(OC)cc3c2/C=C/c2ccc(OC(C)=O)cc2)cc1	0	-9	-6	3	i	-0.2	-4	-1	3.7	-9
O=C1c2ccccc2N2C(=O)c3ccccc3C2N1Cc1ccccc1 (stereo not drawn)	0	6	-1	1	i	0.0	1	-1	-0.1	-6
CCCSc1nc(N)c2c3c(sc2n1)CN(C)CC3	1	-8	7	2	i	-0.4	0	-17	2.2	14
Cc1cc(Br)ccc1OCCCCNC(C)(C)C	4	8	-9	3	i	4.8	10	-4	-0.6	-12
O=C(COC(=O)C1(c2ccc(F)cc2)CCCC1)N1CCc2ccccc21	-17	3	-5	1	i	-1.2	-1	-2	2.5	0
Cc1cccc2c(=O)c(C(=O)N3CCCCCC3)c[nH]c12	-1	4	-2	-2	i	0.5	3	1	-1.2	-2
Cc1cc(NC(=O)COC(=O)c2ccc(S(=O)(=O)N3CCCC3)cc2)no1	0	3	-3	1	i	0.2	0	-10	-0.8	-3
Cc1ccc(-c2ccc(CCC(=O)O)n2CC(=O)O)cc1	3	19	21	8	i	0.7	2	9	-0.6	2

By substructure, the compounds so far containing an aryl methoxy group.
molecule	CSN deneddyl inh	DNMT1 inh	Scp1 inh	STEP block	Rpn11 inh	TbMetRS inhib	SUMO1 PPI mod	MLLE-PAM2 inh	LMPTP inh	NadD inh
COc1ccc(CCNc2nc(-c3cccnc3)cs2)cc1OC	3	1	1	1	i	-0.2	-8	-12	0.0	-5
COc1ccc(NC(=O)CN2C(=O)CSC(C)C2=O)cc1 (stereo not drawn)	-9	0	-5	2	i	1.2	2	2	-0.1	-4
COc1ccccc1NC(=O)NNC(=O)COc1ccc2ccccc2c1	-2	-2	1	0	i	-0.3	2	5	-0.2	-5
COc1ccc(S(=O)(=O)N(CC(=O)NC2CC2)Cc2ccccc2)cc1	1	2	-10	0	i	0.7	0	7	1.5	-1
COc1ccccc1N1CCN(C(=O)CSc2nnc(-c3ccoc3C)o2)CC1	5	0	-13	4	i	0.2	3	-4	-0.1	1
CCOC(=O)C1CCCCN1C(=O)c1cc2ccc(OC)cc2c2cc(OC)c(OC)cc12 (stereo not drawn)	3	-9	-6	3	i	1.0	3	8	2.3	-1
COc1ccc(-c2oc(=O)c3cc(OC)c(OC)cc3c2/C=C/c2ccc(OC(C)=O)cc2)cc1	0	-9	-6	3	i	-0.2	-4	-1	3.7	-9

Bioassay records from PubChem BioAssay.
